Screening data: PubChem BioAssay, The Scripps Research Institute Molecular Screening Center
GPR151 activ: activates the human receptor GPR151; Q8TDV0; PathHunter beta-arrestin GPR151 cells, luminescence; activation, % at 11.2 µM; actives 1% (n = 650,000); in the data active = activation above about 4.9%;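 also: 0% = median of compound wells and 100% = cells with positive control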
Target sequence (Q8TDV0 whole entry, looked up): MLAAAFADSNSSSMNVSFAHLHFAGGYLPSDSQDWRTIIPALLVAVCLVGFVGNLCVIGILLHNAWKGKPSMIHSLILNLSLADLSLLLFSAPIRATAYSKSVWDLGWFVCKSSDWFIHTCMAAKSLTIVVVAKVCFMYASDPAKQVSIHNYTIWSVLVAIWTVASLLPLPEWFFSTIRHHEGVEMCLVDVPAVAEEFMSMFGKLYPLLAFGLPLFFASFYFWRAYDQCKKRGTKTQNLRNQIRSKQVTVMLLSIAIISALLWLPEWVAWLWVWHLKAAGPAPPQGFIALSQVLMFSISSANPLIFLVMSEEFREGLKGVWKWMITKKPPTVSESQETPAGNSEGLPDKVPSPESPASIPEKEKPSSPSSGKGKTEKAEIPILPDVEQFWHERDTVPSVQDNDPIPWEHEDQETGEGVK
TEAD-YAP block: TEAD-YAP interaction inhibition; actives 1.4% (n = 640,000); AID 1259422; HEK-TIYL cells, TEAD-Gal4/YAP UAS-luciferase luminescence; inhibition, % at 9.12 µM; in the data active = inhibition above about 32%;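 also: 0% = median of test compound wells and 100% = reference inhibitor wells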
MITF primary: human MITF inhibition, primary screen | O75030 | AlphaScreen MITF homodimerization, bead proximity signal | inhibition, % at 2.6 µM | actives 0.91% (n = 650,000) | AID 1259374; in the data active = inhibition above about 50%;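 also: 0% = vehicle wells with protein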
Target sequence (O75030 whole entry, looked up): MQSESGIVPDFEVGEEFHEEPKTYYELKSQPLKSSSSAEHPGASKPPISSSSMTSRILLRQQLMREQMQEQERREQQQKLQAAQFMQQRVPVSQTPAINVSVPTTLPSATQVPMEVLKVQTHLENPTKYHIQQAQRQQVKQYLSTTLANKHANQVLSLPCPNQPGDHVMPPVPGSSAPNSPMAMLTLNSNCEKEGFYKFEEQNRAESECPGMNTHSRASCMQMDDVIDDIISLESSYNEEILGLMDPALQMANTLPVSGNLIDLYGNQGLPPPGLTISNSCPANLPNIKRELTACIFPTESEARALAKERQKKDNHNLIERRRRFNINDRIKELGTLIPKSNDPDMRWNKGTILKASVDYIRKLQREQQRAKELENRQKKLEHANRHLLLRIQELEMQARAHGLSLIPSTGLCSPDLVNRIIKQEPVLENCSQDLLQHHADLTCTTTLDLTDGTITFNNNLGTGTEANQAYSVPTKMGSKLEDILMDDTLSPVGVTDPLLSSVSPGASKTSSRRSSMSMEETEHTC
FBW7 act: human FBW7 E3 ligase activation, primary screen. AlphaScreen FBW7–phospho-cyclin E peptide binding, activator screen. normalized activity (activation), % at 26.1 µM. actives 0.13% (n = 650,000); in the data active = normalized activity above about 1.9%;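 also: purified mutant Fbw7 with reduced substrate affinity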
* hit, by the source's call.

SMILES	GPR151 activ	TEAD-YAP block	MITF primary	FBW7 act
O=C(CCN1C(=O)c2cccc([N+](=O)[O-])c2C1=O)Nc1ccccc1N1CCCCC1	-1.1	-10	0	0.0
CC(=O)C(Sc1ncnc2scc(-c3ccc(Br)cc3)c12)C(C)=O	2.6	7	9	-0.1
O=C1c2ccccc2C(=O)N1OCc1cccc(Br)c1	0.3	-5	6	0.0
CCOc1ccc(NC(=O)CSc2nc3nc(C)cc(C)n3n2)cc1	-0.4	21	6	0.0
O=C(CCNC(=O)Cn1cnc2sc3c(c2c1=O)CCCC3)NCC1CCCO1 (stereo unspecified)	1.7	1	-1	0.0
O=C1COc2cc(S(=O)(=O)NN3CCOCC3)ccc2N1	-0.6	3	-1	0.5
O=S1(=O)N=C(CN2CCN(Cc3ccc(C(F)(F)F)nc3)CC2)Nc2ccccc21	-0.9	-3	0	0.0
CCOc1ccc(C2NC(=O)N(CC(=O)N(C)C)C2=O)cc1 (stereo unspecified)	1.8	9	5	-0.1
CCC(C)C(NC(=O)C(C)NC(=O)C(CC(=O)OCc1ccccc1)NC(=O)OC(C)(C)C)C(=O)NC(Cc1ccccc1)C(=O)OC (stereo unspecified)	1.3	6	-2	0.1
CCOC(=O)c1ccc(OCC2c3cc(OC)c(OC)cc3CCN2C(=O)Cc2ccc(F)cc2)cc1 (stereo unspecified)	-0.9	-11	0	-0.1
COc1ccc2cc(C#N)c(Nc3ccc(F)cc3F)nc2c1	4.0	6	0	-0.1
CCOc1ccc(C2C(C(C)=O)=C(O)C(=O)N2CCN2CCOCC2)cc1 (stereo unspecified)	-0.6	-4	10	0.0
CCn1c(CNc2n[nH]c3nc(C)cc(C)c23)nc2ccccc21	-0.5	-13	-2	-0.1
CCC1CCC(c2ccc(C3=N/C(=C/c4cc(OC)ccc4OC)C(=O)O3)cc2)CC1 (stereo unspecified)	-0.1	9	-9	0.2
CC(=O)c1ccc(NC(=O)CN2CCOCC2)cc1	0.5	-7	7	0.0
O=C1NC2(CCN(C(=O)C3(c4ccccc4)CC3)CC2)Nc2ccccc21	-0.2	1	-10	-0.1
COCCCN1C2=C(C(=O)CC(C)(C)C2)C(c2ccc(O)c(Cl)c2)C2=C1CC(C)(C)CC2=O	-0.8	2	-8	0.7
Cc1ccccc1NC(=O)c1cc2n(n1)C(C(F)(F)F)CC(c1ccc3c(c1)OCO3)N2 (stereo unspecified)	1.9	-7	0	0.2
COCCNc1oc2c(c1-c1ccc(OC)cc1)c(=O)oc1c(C)cccc12	-2.8	-11	17	0.2
Cc1nc2cc(-c3ccccc3)nn2c(C)c1CCC(=O)NCc1ccco1	0.3	-13	-3	0.1

Reformatted comma-delimited: part of the list above.
compound,GPR151 activ,TEAD-YAP block,MITF primary,FBW7 act
CC(=O)c1ccc(NC(=O)CN2CCOCC2)cc1,0.5,-7,7,0.0
O=C1NC2(CCN(C(=O)C3(c4ccccc4)CC3)CC2)Nc2ccccc21,-0.2,1,-10,-0.1
COCCCN1C2=C(C(=O)CC(C)(C)C2)C(c2ccc(O)c(Cl)c2)C2=C1CC(C)(C)CC2=O,-0.8,2,-8,0.7

Going on with the list:
SMILES	GPR151 activ	TEAD-YAP block	MITF primary	FBW7 act
COc1cc2nc(SCC(=O)NCCc3ccccc3)n(CCc3ccc(Cl)cc3)c(=O)c2cc1OC	-1.5	-5	5	0.0
COc1cc(N/N=C/c2ccncc2)ncn1	-3.5	-52	7	-0.2
COc1cccc(-n2c(=O)[nH]c3nc(-c4ccncc4)cnc32)c1OC	-0.9	6	1	0.0
CC(C)(C)C1CCC2(CC1)NC(=S)N(C(C)(C)C)N2 (stereo unspecified)	-0.4	1	-13	-0.1
Cc1cc(C(C)(C)C)n2nc(C)c(-c3ccccc3)c2n1	-0.2	-7	11	0.6
Cc1ccc2onc(CC(=O)NCc3cccc(Cl)c3)c2c1	-2.1	6	-5	-0.2
NC(=O)NC(=O)C[n+]1cccc(C(N)=O)c1	2.5	-8	7	0.0
CCCCNC(=O)CSc1nc2ccc(N3C(=O)c4ccccc4C3=O)cc2s1	-0.8	10	-2	0.0
Cc1ccc(C=Nc2ccccc2C(N)=O)o1	-4.5	-7	-11	-0.1
Cn1cc(CN2CCN(CCC(N)=O)CC2)c(-c2ccc(C3CCCCC3)cc2)n1	-0.8	-7	-7	-0.1
O=S(=O)(c1ccc(N2CCOCC2)c2nsnc12)N1CCOCC1	-0.7	-5	0	-0.1
COc1ccc(-c2cc(C(=O)Nc3ccc(NC(C)=O)cc3)ccn2)cc1	-1.1	2	2	-0.1
CCN1CCN(c2ccc3nnc(CCC(=O)Nc4ccc(C)c(C)c4)n3n2)CC1	0.9	4	-3	0.0
COc1ccc(CNC(=O)c2c(C)nc3ccccn23)cc1	-0.4	4	17	0.9
Cc1ccc2c(c1)C1(OCCCO1)C(=O)N2CC(=O)NN	-0.5	0	10	0.5
CC(=O)Nc1cccc(NC(=O)c2cccc(Cl)c2)c1	0.1	-1	-6	-0.1
CC(C)NC(=O)Cn1c(=O)oc2cc(Cl)ccc21	2.2	11	2	-0.1
CCCCCCCc1ccc(C(=O)Oc2ccc(C(=O)Oc3ccc(C#N)c(Cl)c3)c(Cl)c2)cc1	-0.7	3	-7	-0.1
C=C(C)CN(CC)C(=O)c1ccc(OC2CCN(C(=O)C3CC3)CC2)cc1	1.2	-7	6	0.0
Cc1ccc2c(c1)c1c(c(=O)n(-c3ccccc3)c(=O)n1CC(=O)N1CCCC1)n2C	-0.8	9	-1	0.1

In a second layout: entries from further up
NC(=O)NC(=O)C[n+]1cccc(C(N)=O)c1
- GPR151 activ: 2.5
- TEAD-YAP block: -8
- MITF primary: 7
- FBW7 act: 0.0
CCCCNC(=O)CSc1nc2ccc(N3C(=O)c4ccccc4C3=O)cc2s1
- GPR151 activ: -0.8
- TEAD-YAP block: 10
- MITF primary: -2
- FBW7 act: 0.0
Cc1ccc(C=Nc2ccccc2C(N)=O)o1
- GPR151 activ: -4.5
- TEAD-YAP block: -7
- MITF primary: -11
- FBW7 act: -0.1
Cn1cc(CN2CCN(CCC(N)=O)CC2)c(-c2ccc(C3CCCCC3)cc2)n1
- GPR151 activ: -0.8
- TEAD-YAP block: -7
- MITF primary: -7
- FBW7 act: -0.1

The list continues:
SMILES	GPR151 activ	TEAD-YAP block	MITF primary	FBW7 act
Cc1ccc(N2CC(C(=O)Nc3ccccc3C(C)(C)C)CC2=O)cc1 (stereo unspecified)	1.2	-8	-32	0.1
Cc1ccc(S(=O)(=O)N(C)CC(=O)N2CCN(Cc3ccccc3)CC2)cc1	0.4	4	2	-0.1
O=C(N/N=C/c1cc([N+](=O)[O-])ccc1F)c1cccc([N+](=O)[O-])c1	2.4	10	8	-0.1
CCCNS(=O)(=O)c1ccc(OCC(=O)Nc2ccccc2C(F)(F)F)cc1	-1.5	5	20	0.3
Cc1ccc(NC(=O)/C(=C\c2ccc(F)cc2)NC(=O)c2ccco2)cc1	-0.1	0	-10	0.5
CC(C)n1cnc2c(NCCO)nc(Nc3ccccc3)nc21	-1.2	9	8	0.3
COc1ccccc1/C=C/C(=O)Nc1ccccc1Cl	-1.2	-65	5	0.0
CCCn1nc(C(N)=O)c2ccccc2c1=O	-0.1	6	15	0.1
CCOC(=O)c1c(C)oc2cc(Br)c(OCC)cc12	1.4	-3	3	0.6
O=C(Nc1ccc(Br)cc1)C1CCCN1/C=C/C(=O)C(F)(F)F (stereo unspecified)	2.7	-4	8	0.0
CCOC(=O)Cn1cc(C(=O)OC)c2ccccc21	2.9	-2	14	2.3*
CN1C(=O)C(CC(=O)O)(c2ccccc2)c2cc(Cl)ccc21 (stereo unspecified)	2.9	0	0	0.1
N#C/C(=C\c1ccc(OCc2ccccc2)cc1)c1nc2ccccc2c(=O)[nH]1	-1.0	1	10	-0.2
COc1cccc(NC(=O)C2CC(=O)N(c3ccc(C)cc3)C2)c1 (stereo unspecified)	-2.4	0	-1	-0.1
CC(=O)c1cccc(NC(=O)NCCc2nc(-c3ccncc3)n[nH]2)c1	-1.2	0	-16	0.1
CCc1nc2nc(C)cc(Nc3ccc(OC)cc3)n2n1	1.1	9	1	0.1
Cc1cccc(OCc2nnc(SCC(N)=O)n2C)c1C	1.3	-5	-10	0.1
CCc1c(C)nc(SCC#N)c(C#N)c1C	-1.8	-7	-3	-0.1
C=CCSC1=C(C#N)C(c2cccc(Cl)c2Cl)CC(=O)N1 (stereo unspecified)	-1.4	0	4	0.1
O=C1NC(c2ccccc2)=N/C1=C\c1ccc2ccccc2c1	-0.4	-2	-7	0.0

Structures above with a thiophene ring, fused or not (2):
SMILES	GPR151 activ	TEAD-YAP block	MITF primary	FBW7 act
CC(=O)C(Sc1ncnc2scc(-c3ccc(Br)cc3)c12)C(C)=O	2.6	7	9	-0.1
O=C(CCNC(=O)Cn1cnc2sc3c(c2c1=O)CCCC3)NCC1CCCO1 (stereo unspecified)	1.7	1	-1	0.0

Going on with the list:
SMILES	GPR151 activ	TEAD-YAP block	MITF primary	FBW7 act
CC(C)(C)N(Cc1ccccc1)C(=O)CSc1nnnn1-c1ccccc1	0.5	6	2	0.1
CCCCOC(=O)c1ccc(OC(=O)c2sc3ncn(Cc4cccc(F)c4)c(=O)c3c2C)cc1	0.4	-4	5	0.0
Cc1cc(NCc2cccs2)nc(N2CCC(O)(c3cccc(C(F)(F)F)c3)CC2)n1	3.4	4	16	0.2
COC(=O)C1=C(C)NC2=C(C(=O)CC(c3cccs3)C2)C1c1cc(OC)c(OC)c(OC)c1 (stereo unspecified)	0.2	6	-5	-0.1
Cc1ccc(C(=O)Nc2ccc(Cl)cn2)cc1[N+](=O)[O-]	-1.5	-64	-10	-0.1
C[C@@H]1CN(C(=O)c2nc3sccn3c2CNCc2ccc3ncccc3c2)C[C@H](C)O1	0.7	-1	1	-0.1
Cc1csc(NC(=O)CC(C)(C)CC2=NS(=O)(=O)c3ccccc3N2)n1	-0.6	0	5	1.1
CCCS(=O)(=O)N1CCCc2ccc(NS(=O)(=O)c3cc(C)ccc3OC)cc21	-0.1	2	-3	0.0
O=C(NCc1ccco1)c1ccc2c(=O)n(CC3CCCO3)c(=S)[nH]c2c1 (stereo unspecified)	-0.3	4	14	0.2
O=C(N/N=C/c1ccccc1)c1cc([N+](=O)[O-])ccc1O	-9.0	15	8	0.0
Cc1nc2ccccc2c(=O)n1NC(=O)Nc1ccccc1	-1.2	3	2	0.0
COc1cccc(NC(=S)N2CCC(N(C)C(C)C)CC2)c1	-0.4	11	8	0.4
O=C1NC(=O)C(CCc2ccccn2)C(=O)N1	-0.4	4	-3	0.0
CC(=O)COc1ccc2c(C(F)(F)F)cc(=O)oc2c1	-1.3	4	-23	0.1
CCOc1cc(C)c(Cl)cc1S(=O)(=O)N(CC)CC	3.0	-4	-17	0.0
COc1ccc(C(=O)CN2C3=NCCCN3c3ccccc32)cc1OC	-0.9	-6	-8	0.1
COc1cccc(C(CNC(=O)c2nc3ccccc3s2)N2CCOCC2)c1 (stereo unspecified)	-1.2	-8	-6	-0.1
CC1CCCCC1NC(=O)C1CCN(S(=O)(=O)c2cccc3nonc23)CC1 (stereo unspecified)	-0.4	2	8	0.1
CC(C)(C)C(=O)CSc1nc2ccsc2c(=O)n1CCc1ccc(Cl)cc1	-1.3	0	2	-0.1
CN(CC(=O)NCC1CCCO1)S(=O)(=O)c1cc(Cl)ccc1Cl (stereo unspecified)	-1.0	6	11	0.1
COc1cc2nc(-c3ccc(C(=O)N4CCN(C)CC4)cc3)nc(Nc3cc(OC)c(OC)c(OC)c3)c2cc1OC	1.1	-5	23	0.4
CC1CCCN(C(=O)CC2(c3cccc(F)c3)CC(=O)N(C)C2=O)C1 (stereo unspecified)	-0.2	8	-15	-0.1
N=C1c2ccccc2CN1Cc1ccc(CN2Cc3ccccc3C2=N)cc1	0.1	1	2	-0.1
Cc1ccc[n+](S(=O)(=O)c2c(C(C)C)cc(C(C)C)cc2C(C)C)c1	-0.9	4	0	0.0
Cc1ccc(S(=O)(=O)NCCOc2cc(C)ccc2C)cc1	-1.2	0	2	-0.1
CN1CCC(N2CCc3ccc(NC(=O)c4ccc(C(F)(F)F)cc4)cc3C2)CC1	-1.1	2	16	-0.1
CC(=O)Nc1ccc(C2=N/C(=C/c3cccc([N+](=O)[O-])c3)C(=O)O2)cc1	-0.5	-2	58*	0.4
COCCN(CCOC)C(=O)CSc1nnc2ccccn12	0.9	3	14	0.4
COc1cc(=O)n2c(c1C(=O)N(C)Cc1cscn1)CCN(CC=C(C)C)CC2	1.0	1	16	0.1
CCCCOc1ccc(C(=O)Nc2ccc3c(c2)C(=O)N(C)C3=O)cc1	-1.1	-7	2	0.0
O=c1oc2ccc([N+](=O)[O-])cc2cc1-c1csc(N/N=C/c2ccccc2)n1	-0.1	0	-4	0.2
COc1ccccc1Nc1ncnc2c1cnn2Cc1ccccc1	-0.4	11	2	0.6
O=C(O)c1ccc(NS(=O)(=O)c2ccc3nnn(O)c3c2)cc1	-0.6	5	3	-0.3
CCOC(=O)c1c(NC(=O)c2ccc(S(=O)(=O)N3CCCCC3)cc2)sc2c1CC(C)(C)NC2(C)C	0.6	-7	2	0.1
O=C1CCC2=NS(=O)(=O)c3ccccc3N12	-1.0	3	0	0.1
